ST2 inh: inhibitors of human ST2 (IL1RL1) binding to IL-33, primary screen, biochemical, AlphaLISA. actives 2.3% (n = 78,000). inhibition, % for hits at 17 µM. AlphaLISA ST2-Fc/biotin-IL-33 interaction, 1 h. Interleukin-1 receptor-like 1 (Homo sapiens), Q01638; in the data active means inhibition above about 30%; inconclusive means mostly about 10% to 28%
Target sequence (Q01638 whole entry, looked up): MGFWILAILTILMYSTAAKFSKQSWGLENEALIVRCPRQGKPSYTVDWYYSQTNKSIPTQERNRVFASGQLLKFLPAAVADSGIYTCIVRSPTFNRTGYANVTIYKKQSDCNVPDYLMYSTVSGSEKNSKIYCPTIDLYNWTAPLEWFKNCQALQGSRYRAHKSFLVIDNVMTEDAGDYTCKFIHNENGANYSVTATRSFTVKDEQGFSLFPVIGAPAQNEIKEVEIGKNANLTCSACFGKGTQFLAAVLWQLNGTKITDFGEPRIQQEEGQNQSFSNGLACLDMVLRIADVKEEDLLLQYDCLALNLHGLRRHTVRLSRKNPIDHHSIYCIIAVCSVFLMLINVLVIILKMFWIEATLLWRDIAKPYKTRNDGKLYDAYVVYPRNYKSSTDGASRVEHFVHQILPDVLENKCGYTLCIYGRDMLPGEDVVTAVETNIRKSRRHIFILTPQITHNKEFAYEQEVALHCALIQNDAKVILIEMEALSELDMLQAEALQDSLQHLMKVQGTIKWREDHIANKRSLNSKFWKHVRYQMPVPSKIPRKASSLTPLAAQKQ
* hit, by the source's call; i = inactive; ? = inconclusive.

Sample of the layout, two compounds:
| SMILES | ST2 inh |
| --- | --- |
| CCn1cc(C(=O)O)c(=O)c2cc(F)c(N3CCNC(C)C3)c(F)c21 (configuration not stated) | ? |
| O=C1c2c(O)ccc(O)c2C(=O)c2c(NCCNCCO)ccc(NCCNCCO)c21 | 82%* |

This part in full, from the first entry:
| SMILES | ST2 inh |
| --- | --- |
| CCn1cc(C(=O)O)c(=O)c2cc(F)c(N3CCNC(C)C3)c(F)c21 (configuration not stated) | ? |
| O=C1c2c(O)ccc(O)c2C(=O)c2c(NCCNCCO)ccc(NCCNCCO)c21 | 82%* |
| Nc1ncnc2c1c(-c1ccc(Oc3ccccc3)cc1)cn2C1CCCC1 | i |
| Cc1cc(=O)oc2cc(O)ccc12 | i |
| Cn1ccc2cc3c(cc21)CCN3C(=O)Nc1cccnc1 | ? |
| CC1=CC[C@]2(C(=O)O[C@@H]3O[C@H](CO[C@@H]4O[C@H](CO)[C@@H](O[C@@H]5O[C@@H](C)[C@H](O)[C@@H](O)[C@H]5O)[C@H](O)[C@H]4O)[C@@H](O)[C@H](O)[C@H]3O)CC[C@]3(C)C(CCC4[C@@]5(C)C[C@@H](O)[C@H](O)[C@@](C)(CO)C5CC[C@]43C)C2C1C (some centres not stated) | i |
| CC(C)NNC(=O)c1ccncc1 | i |
| COc1ccc(S(=O)(=O)Nc2ccc(Cl)cc2)cc1 | ? |
| Cc1scc2c1N(C(=O)CN1CCN(C)CC1)c1ccccc1NC2=O | ? |
| N=c1nc(N2CCCCC2)cc(N)n1O | i |

Exported field by field: part of the list above
O=C1c2c(O)ccc(O)c2C(=O)c2c(NCCNCCO)ccc(NCCNCCO)c21
  ST2 inh: 82%*

N=c1nc(N2CCCCC2)cc(N)n1O
  ST2 inh: i

Screening data (PubChem)

A portion of the library; the hit share may differ from the screen's.
